IL1B secr inh = blocks inflammasome-driven IL-1 beta release. THP-1 LPS/ATP IL-1B secretion, AlphaLISA, 16 h; stronger effect = lower value. activity change, % at 57.5 µM. 360,000 tested, 4.7% active. AID 743279; in the data active = activity change below about -50%; inconclusive = mostly about -30% to -49%; note: % is set by controls: 0 for no effect and ±100 for the full control effect
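THP-1 cells pretreated 1 hr with compounds (up to 57.5 uM final), then stimulated with LPS (250 ng/mL final) plus ATP (1.25 mM final); secreted IL-1B measured by AlphaLISA after 16 hr, decreased signal indicating inhibition.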
ATXN2 expr inh = ATXN2 expression inhibition. AID 1745845. HEK-293 ATXN2-luciferase reporter, luminescence, 24 h. Potency, µM (highest dose often 57 µM), without a hit: at the highest dose activity change, negative = inhibition, actives largely listed as inhibitors. 360,000 tested, 0.72% active; note: potency is the fitted concentration of half-maximal effect; % is set by controls: 0 for no effect and ±100 for the full control effect; nearly all actives have a fitted effect of over 55% in size
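qHTS (up to 57 uM final) was run with 24 h compound exposure of reporter cells at 37 °C. Each well was multiplexed: SteadyGlo luminescence measured ATXN2-luciferase expression after a fluorogenic Gly-Phe-AFC viability readout (25 uM final).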
KB-V1 MDR tox = kills drug-selected multidrug resistant KB-V1 cells; Potency, µM (doses to about 46.1 µM), without a hit: at the top dose activity change, negative = cytotoxicity, usual class: cytotoxic; 400,000 tested, 3.4% active; KB-V1 MDR cells viability, CellTiter-Glo, 72 h; AID 1347076; note: potency is the fitted concentration of half-maximal effect; % is set by controls: 0 for no effect and ±100 for the full control effect; nearly all actives have a fitted effect of over 60% in size
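Drug-selected KB-V1 cells, grown in DMEM lacking phenol red with 10% FBS, receive compound titrations; after three days at 37 degrees C, surviving cell ATP is quantified by CellTiter-Glo luminescence and responses normalized and curve-fitted.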
HT1080-NT tox = kills 2HG-producing HT-1080-NT fibrosarcoma cells | Potency, µM (highest dose often 46.1 µM), for the others: top-dose activity, negative = less viability, usual class: cytotoxic | AID 686970 | HT-1080-NT fibrosarcoma viability, CellTiter-Glo ATP luminescence, 48 h | 360,000 tested, 1.6% active;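 note: NT is the 2HG producing partner of a matched IDH1 knockdown line; potency is the fitted concentration of half-maximal effect; 0% = DMSO-treated cells and -100% = media-only wells without cells; nearly all actives have a fitted effect of over 55% in size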
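Viability of the 2HG-overproducing fibrosarcoma line after 48 hours of compound exposure at 37 degrees C was determined by luminescence with CellTiter-Glo, and concentration-effect curves were then fitted and categorized.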
KB-3-1 cytotox = KB-3-1 parental cell cytotoxicity; KB-3-1 viability, CellTiter-Glo ATP luminescence, 72 h; Potency, µM (top dose mostly 46.1 µM), for inactives: top-dose activity change, negative = cytotoxic, usual class: cytotoxic; 400,000 tested, 1.4% active; note: potency is the fitted concentration of half-maximal effect; % is set by controls: 0 for no effect and ±100 for the full control effect; nearly all actives have a fitted effect of over 60% in size
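Luminescent ATP read-out (CellTiter-Glo) measures survival of drug-naive KB-3-1 cells after 72 h compound exposure at 37 °C. Titration series was screened from lowest to highest concentration, with DMSO vehicle plates as background controls.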
WRN inhibitor = inhibitors of human WRN helicase; AID 651768; WRN helicase unwinding, fluorescent forked duplex, kinetic; 360,000 tested, 0.46% active; Q14191; Potency, µM (series often up to 114 µM), without a hit: at the highest dose activity change, negative = inhibition, hits mostly inhibitors; note: potency is the fitted concentration of half-maximal effect; % is set by controls: 0 for no effect and ±100 for the full control effect; nearly all actives have a fitted effect of over 55% in size
Target sequence (Q14191 whole entry, looked up): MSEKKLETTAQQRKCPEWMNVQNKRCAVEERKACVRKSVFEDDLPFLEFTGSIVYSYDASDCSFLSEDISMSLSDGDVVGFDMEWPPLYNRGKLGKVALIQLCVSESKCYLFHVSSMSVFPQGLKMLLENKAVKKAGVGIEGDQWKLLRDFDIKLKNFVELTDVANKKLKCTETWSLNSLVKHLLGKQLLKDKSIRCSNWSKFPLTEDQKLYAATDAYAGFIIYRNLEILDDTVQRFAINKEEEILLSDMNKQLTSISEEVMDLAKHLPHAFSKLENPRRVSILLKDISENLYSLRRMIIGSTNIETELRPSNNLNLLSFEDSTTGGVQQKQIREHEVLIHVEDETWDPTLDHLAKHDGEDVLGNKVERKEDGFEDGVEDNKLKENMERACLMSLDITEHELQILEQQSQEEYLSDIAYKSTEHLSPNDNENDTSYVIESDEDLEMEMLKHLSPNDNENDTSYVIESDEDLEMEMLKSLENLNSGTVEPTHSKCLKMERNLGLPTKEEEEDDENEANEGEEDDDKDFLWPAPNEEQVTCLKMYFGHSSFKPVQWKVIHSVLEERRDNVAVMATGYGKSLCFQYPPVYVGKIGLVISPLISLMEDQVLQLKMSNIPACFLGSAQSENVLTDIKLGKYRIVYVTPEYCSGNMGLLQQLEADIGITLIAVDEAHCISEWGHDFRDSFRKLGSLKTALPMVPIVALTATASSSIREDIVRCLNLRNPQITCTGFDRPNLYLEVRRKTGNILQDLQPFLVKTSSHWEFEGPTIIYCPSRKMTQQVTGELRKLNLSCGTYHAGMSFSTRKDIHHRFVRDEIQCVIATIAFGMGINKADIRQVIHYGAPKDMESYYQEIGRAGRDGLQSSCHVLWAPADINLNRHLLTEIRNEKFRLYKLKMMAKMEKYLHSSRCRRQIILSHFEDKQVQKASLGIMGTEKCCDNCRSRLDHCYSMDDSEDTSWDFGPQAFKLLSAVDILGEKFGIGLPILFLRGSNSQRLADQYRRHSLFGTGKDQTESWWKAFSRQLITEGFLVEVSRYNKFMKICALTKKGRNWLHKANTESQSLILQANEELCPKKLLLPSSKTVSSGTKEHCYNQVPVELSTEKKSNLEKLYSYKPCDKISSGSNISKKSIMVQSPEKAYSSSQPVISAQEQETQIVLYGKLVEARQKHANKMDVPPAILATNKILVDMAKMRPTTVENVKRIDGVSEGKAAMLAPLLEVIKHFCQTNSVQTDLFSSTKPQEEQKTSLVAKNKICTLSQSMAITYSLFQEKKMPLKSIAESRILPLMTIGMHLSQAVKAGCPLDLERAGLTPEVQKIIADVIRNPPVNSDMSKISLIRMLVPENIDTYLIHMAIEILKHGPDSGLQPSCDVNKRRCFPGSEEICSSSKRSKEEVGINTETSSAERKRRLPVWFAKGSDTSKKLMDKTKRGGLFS
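Enzyme (20 nM final) and test compound sit together 15 min at room temperature before substrate addition. Substrate is a single-forked duplex oligonucleotide (100 nM) labelled with fluorophore and quencher, with 2 mM ATP; helicase unwinding raises red fluorescence, read kinetically.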
HT1080 IDH1KD tx = toxicity to HT-1080 IDH1 knockdown cells (counter line) | 360,000 tested, 2% active | HT-1080 IDH1 knockdown viability, ATP luminescence, 48 h | Potency, µM (highest dose often 46.1 µM), without a hit: top-dose activity, negative = toxicity, actives largely listed as cytotoxic;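 note: potency is the fitted concentration of half-maximal effect; 0% = DMSO wells and -100% = cell-free medium wells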
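Luminescent ATP read-out (CellTiter-Glo, 10 min at room temperature) after 48 h compound exposure at 37 °C gave viability of IDH1-knockdown HT-1080 cells. Activity was normalised to DMSO and cell-free wells, then fitted as concentration-response curves.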
SW480 rereplic = DNA re-replication induction in SW480 cells; AID 624297; 340,000 tested, 1.8% active; Potency, µM (top dose mostly 46.1 µM), without a hit: at the highest dose re-replication activation, actives largely listed as activators; SW480 DNA re-replication, Hoechst DNA content imaging, 48 h; note: potency is the fitted concentration of half-maximal effect; % of control where 0% means no effect; nearly all actives have a fitted effect of over 55% in size
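Readout is total intensity of Hoechst-stained nuclei, excited at 405 nm and collected at 500-530 nm. Compound treatment lasted 48 hr at 37 C in 5% CO2 before staining.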
MCF10A rereplic = induces DNA re-replication in MCF 10a normal breast cells; MCF 10A DNA re-replication, Hoechst nuclear intensity, 48 h; Potency, µM (titrated, usually from 46.1 µM), inactives show at the top dose activity, positive = re-replication, most hits filed as activators; 350,000 tested, 2.9% active; note: potency is the fitted concentration of half-maximal effect; % of control where 0% means no effect; nearly all actives have a fitted effect of over 50% in size
* hit, by the source's call; ? = inconclusive; / = no result given; & = joins results of further samples; [ ] = dose if it differs, or a comment. Unless noted, calls come from the whole dose curve; as a rule, active = well fitted curve in the direction sought with a large enough effect; inconclusive = small, poorly fitted or top-dose-only effect, or another doubt; inactive = no such curve, though single readings can be large; an effect the other way counts as inactive or inconclusive.

Preview (two entries):
Results follow in this order: KB-V1 MDR tox	ATXN2 expr inh	WRN inhibitor	KB-3-1 cytotox	SW480 rereplic	IL1B secr inh	MCF10A rereplic	HT1080-NT tox	HT1080 IDH1KD tx
> CN(C)C(CNC(=O)NC1CCCCC1)c1cccnc1 (stereo not drawn)
  15.1%	12.3%	5.1%	7.3%	-0.4%	-1.2	-1.4%	10.4%	6.0%
> COc1ccc2nc(SCC(=O)Nc3ccccc3C)[nH]c2c1
  14.6µM*	10.6%	-7.8%	5.3%	0.8%	-2.6	0.8%	2.8%	0.6%

This part in full, previewed entries included:
Results follow in this order: KB-V1 MDR tox	ATXN2 expr inh	WRN inhibitor	KB-3-1 cytotox	SW480 rereplic	IL1B secr inh	MCF10A rereplic	HT1080-NT tox	HT1080 IDH1KD tx
> CN(C)C(CNC(=O)NC1CCCCC1)c1cccnc1 (stereo not drawn)
  15.1%	12.3%	5.1%	7.3%	-0.4%	-1.2	-1.4%	10.4%	6.0%
> COc1ccc2nc(SCC(=O)Nc3ccccc3C)[nH]c2c1
  14.6µM*	10.6%	-7.8%	5.3%	0.8%	-2.6	0.8%	2.8%	0.6%
> Cc1nnc(SCC(=O)Nc2cccc(Br)c2)s1
  10.3%	/	-7.3%	2.0%	0.6%	11.8	-1.6%	-1.1%	-1.1%
> O=C(CN(Cc1ccco1)C(=O)c1ccc(N2CCCC2=O)cc1)Nc1ccccc1C(F)(F)F
  -29.4%	3.7%	-12.4%	5.5%	1.7%	-5.3	1.9%	17.9%	3.0%
> CC(=O)Nc1ccc(NC(=O)COC(=O)COc2ccc3ccccc3c2)cc1
  ?	0.2%	-15.2%	-17.7%	-7.3%	14.0	-1.7%	4.2%	-1.1%
> COc1ccccc1C(=O)NCCC(=O)Nc1ccc(S(=O)(=O)N2C(C)CCCC2C)cc1 (stereo not drawn)
  -20.8%	-19.9%	1.3%	4.3%	-25.6%	3.6	-0.6%	-17.5%	-21.7%
> Cc1ccc(S(=O)(=O)CCC(=O)NCCc2ccccc2)cc1
  0.0%	/	2.1%	5.3%	-6.4%	-5.7	5.1%	-2.5%	-4.6%
> CCN(CC)CCCNc1nnc(C)c(=O)[nH]1
  23.6%	1.2%	3.6%	-1.0%	-7.1%	28.8	-4.2%	18.1%	17.2%
> CSc1ccccc1C(=O)Nc1ccccc1C(=O)NC(C)C
  -6.5%	14.7%	-6.3%	-2.0%	-0.9%	1.4	-1.6%	-0.7%	-13.9%
> O=C(Nc1ccccc1Cl)c1cc(C2CCCN(C(=O)C3CCCCC3)C2)on1 (stereo not drawn)
  5.2%	-18.4%	-7.1%	0.0%	/	-2.7	/	1.7%	?
> CC(=O)c1cc2c(cc1NC(=O)CN1CCCCCCC1)OCO2
  ?	-22.8%	-10.1%	?	4.0%	2.5	11.2%	-3.0%	-4.4%
> Cc1nnc2sc(-c3cccc(NC(=O)c4cccnc4)c3)nn12
  -9.4%	-4.1%	-20.0%	?	-10.2%	6.4	-1.3%	1.9%	-20.0%
> CCc1nn2c(=O)c(S(=O)(=O)Nc3ccc(C(C)C)cc3)c(C)nc2s1
  -28.9%&-12.4%	-5.4%&-4.9%	-5.3%	-25.8%&-10.7%	-8.4%	11.6	-8.3%	24.9%	7.1%
> O=C1Nc2cc(C(=O)NCCN3CCCCCC3)ccc2S/C1=C\c1ccccc1
  15.0%	/	-5.9%	-0.9%	7.8%	-92.6*	?	?	?
> O=S1(=O)CCN(Cc2ccc(Cl)c(C(F)(F)F)c2)CC1
  -1.8%	-22.8%[11.3 µM]	-7.1%[57.1 µM]	-5.0%	0.4%	27.5	-12.7%	3.9%	-0.9%
> CCOc1ccccc1C1CC(=O)Nc2c1c(=O)n(C)c(=O)n2C (stereo not drawn)
  1.9%	1.9%	3.9%	5.7%	-8.7%	17.3	13.3%	0.0%	1.3%
> CCCCNC(=O)c1cc2c(=O)n3cccc(C)c3nc2n(Cc2ccccc2)c1=N
  5.3%	-14.5%	-0.5%	17.1%	-2.6%	3.6	16.7%	1.0%	4.7%
> CN(CCOc1ccccc1)C(=O)c1cc([N+](=O)[O-])ccc1N1CCOCC1
  ?	-6.1%	9.2%	-4.4%	-1.2%	-3.1	-3.7%	-3.2%	-1.5%
> O=C1C=C(Nc2ccc(Cl)cc2)C(=O)N1c1ccc(Cl)cc1
  -3.1%	6.4%	-9.2%	-7.7%	-0.5%	-19.1	-4.2%	0.5%	0.8%
> CC(=O)N1CCN(Cc2cc(=O)oc3cc(C)ccc23)CC1
  23.4%	3.5%	-0.4%	0.1%	/	19.5	/	18.4%	-9.5%
> CC(C)(CO)CNc1ccn2nccc2n1
  -6.0%	42.8%[activator]	6.8%	?	/	-78.5*	/	-10.0%	-3.4%
> COc1ccc(-c2nc3c4ccccc4ccn3c2Cc2ccccc2)cc1OC
  ?	17.0%	-5.0%	-1.3%	/	-14.5	/	?	?
> O=C(O)c1ccc(N2CCc3ccccc32)c([N+](=O)[O-])c1
  ?	-1.5%	-3.5%	-2.8%	-11.6%	26.5	-4.2%	-8.9%	-16.3%
> CC1CCN(S(=O)(=O)c2cccc(C(=O)NCC3CCCO3)c2)CC1 (stereo not drawn)
  0.0%	-10.5%	-1.8%	3.7%	?	-10.7	2.2%	0.6%	0.3%
> Cc1ccccc1Nc1c(-c2ccccc2)nc2cccc(C)n12
  ?	-6.7%	/	1.9%	/	/	/	?	-23.9%
> c1ccc(-c2noc(CC3CCCCC3)n2)cc1
  ?	24.3%	-0.6%	-13.1%	4.8%	-9.0	23.3%	6.9%	-0.3%
> Cc1ccc(F)cc1NC(=O)C12CC3CC(C1)CC(n1cnc([N+](=O)[O-])n1)(C3)C2
  ?	5.7%	-4.2%	6.6%	-5.2%	1.7	3.6%	-0.6%	-0.2%
> O=Cc1cccn1-c1ccc2ccccc2c1
  0.0%	-18.1%	6.4%	10.3%	-44.5%[inhibitor]	20.3	?	3.8%	6.3%
> O=C(NCc1ccccc1)/C(=N\O)c1ccccc1
  19.6%	19.4%	0.6%	-1.0%	-1.5%	-12.4	-7.3%	16.0%	12.6%
> Cc1cc(C)c(C#N)c(SCc2cn3c(C)cccc3n2)n1
  18.4µM*	9.8%	-6.0%	4.4%	/	14.9	-4.6%	6.9%	0.6%
> COc1ccc(C)cc1NC(=O)c1cc2c(s1)CCC2
  ?	26.6%	-7.1%	-5.7%	-52.1%[inhibitor]	11.9	14.3%	-2.6%	-6.0%
> CC(NC(=O)c1ccco1)C(=O)N1CCN(C(c2ccccc2)c2ccccc2)CC1 (stereo not drawn)
  -8.7%	-8.3%	-35.9%	-1.7%	-14.4%	0.0	2.2%	-0.7%	-8.1%
> COc1cc(SC)ccc1C(=O)NCCOc1ccccc1Cl
  -8.0%	85.2%[activator]	-14.7%	-1.3%	5.0%	-3.9	4.3%	0.4%	5.2%
> N#Cc1c(-c2ccc(F)cc2)noc1N
  -1.7%	0.7%	-7.5%	-6.6%	?	-29.1	?	-5.8%	-1.2%
> O=C(NC1CCN(Cc2ccccc2)CC1)c1cc(Br)c(Br)[nH]1
  -26.5%	/	-10.0%	0.4%	8.4%	-123.3*	-8.6%	9.0%	-5.7%
> CCCCN(CCCC)c1nc2ccccc2nc1NS(=O)(=O)c1ccc(NC(C)=O)cc1
  -8.3%	1.8%	-1.8%	-4.3%	20.6µM*	15.7	11.6µM*	-6.5%	-6.2%
> Cn1c(=O)c2c(C(=O)O)cc(-c3ccccc3)nc2n(Cc2ccccc2)c1=O
  3.0%	-20.0%	-4.6%	8.5%	-1.6%	-7.4	-3.7%	13.8%	20.9%
> CSCCC(c1nc2ccccc2[nH]1)n1c(/C=C/c2ccc(F)c(F)c2)nc2ccccc21 (stereo not drawn)
  ?	/	3.3%	-9.6%	/	-20.6	/	-17.2%	-8.2%
> O=C(Nc1ccccc1)Nc1csc2ccccc12
  ?	41.2%[activator]	-1.4%	10.2%	-24.6%	/	-28.4%	-22.5%	?
> CC(C)Cc1nnc(NC(=O)CN2C(=O)c3ccccc3C2=O)s1
  -13.9%	-2.7%[11.3 µM]	-13.9%	1.0%	1.0%	28.5	0.5%	9.3%	0.6%
> CC(C)(c1ccc(O)cc1)c1ccc(O)cc1
  7.8%	0.8%	-8.6%	5.7%	-8.3%	9.8	-0.6%	-1.7%	-7.5%
> Cc1ccc2cc(C3CC(c4ccco4)=NN3C(=O)CCC(=O)O)c(Cl)nc2c1 (stereo not drawn)
  14.6%	2.0%	-17.7%	1.3%	-2.3%	-5.2	15.1%	17.3%	12.3%
> COCCNC(=O)C1(C)CCN(C(=O)c2cc(-c3ccccc3)cs2)C1 (stereo not drawn)
  4.1%	19.2%	0.9%	0.0%	/	-27.2	/	10.1%	10.9%
> Cc1ncc([N+](=O)[O-])n1CC(=O)Nc1ccccc1Cl
  11.9%	/	2.4%	2.7%	/	12.7	/	1.7%	8.9%
> Cc1ccc(C(=O)Nc2ccc(C(=O)/C=C/c3cccs3)cc2)cc1
  -5.9%	18.6%	-3.0%	-2.6%	2.1%	7.4	14.5%	?	?
> COC(=O)C(=O)/C=C(\O)c1ccc(C)cc1
  ?	-1.2%	-24.1%	7.2%	-1.9%	-4.3	-1.3%	29.8%	17.8%
> CCN(CC)c1ccc(NC(=O)CSc2nc3ccccc3c(=O)[nH]2)cc1
  -1.3%	5.3%	-2.4%	-9.8%	-6.4%	0.0	8.5%	-2.8%	0.8%

Screens as filed in PubChem.

Random draw from the library; overall some 12% were active at least once.
